Screens from PubChem BioAssay.
RORg inh = qHTS for inhibitors of ROR gamma transcriptional activity; AID 2551, 2010; Potency, µM (series often up to 53.6 µM), inactives show at the top dose activity change, negative = inhibition, usual class: inhibitors; Drosophila S2 Gal4-RORgamma UAS-luciferase reporter, 20 h; Nuclear receptor ROR-gamma (Mus musculus), P51450; 310,000 compounds, 5.4% hits; further: potency means the concentration at half of the fitted maximal effect; on the % scale 0 is the no-effect control and ±100 the full control effect; nearly all actives have a fitted effect of over 60% in size
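Drosophila Schneider cells stably carrying a metallothionein-driven Gal4 DBD–ROR gamma fusion and a UAS-Photinus luciferase reporter were exposed to compound for 1 hr, then induced with copper sulfate (700 uM final) for 20 hr at ambient temperature before luminescence reading.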
Tb PFK inh = qHTS Assay to Find Inhibitors of T. brucei phosphofructokinase; Potency, µM (titrated, usually from 57.5 µM), for inactives: at the top dose activity, negative = inhibition, usual class: inhibitors; 330,000 compounds, 0.17% hits; ATP-dependent 6-phosphofructokinase (Trypanosoma brucei brucei), O15648; T. brucei PFK, ADP-Glo luminescence;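 further: potency means the concentration at half of the fitted maximal effect; 0% = uninhibited 1x PFK enzyme wells and -100% = no-enzyme wells; nearly all actives have a fitted effect of over 60% in size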
Target sequence (O15648 whole entry, looked up): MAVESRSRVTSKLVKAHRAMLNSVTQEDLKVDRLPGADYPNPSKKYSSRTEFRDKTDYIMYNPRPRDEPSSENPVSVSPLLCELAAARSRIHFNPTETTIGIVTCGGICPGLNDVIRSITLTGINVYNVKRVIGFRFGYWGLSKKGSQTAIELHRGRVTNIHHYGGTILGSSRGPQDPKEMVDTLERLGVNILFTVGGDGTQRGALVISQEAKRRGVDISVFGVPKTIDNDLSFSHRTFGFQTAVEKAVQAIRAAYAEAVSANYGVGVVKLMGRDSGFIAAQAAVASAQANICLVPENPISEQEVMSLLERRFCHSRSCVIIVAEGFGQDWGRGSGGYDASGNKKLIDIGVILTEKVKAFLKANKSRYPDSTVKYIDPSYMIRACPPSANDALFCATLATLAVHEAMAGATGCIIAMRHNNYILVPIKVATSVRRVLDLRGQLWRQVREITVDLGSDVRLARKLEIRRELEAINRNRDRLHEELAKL
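1.25 nM PFK with 0.5 mM F6P and 0.1 mM ATP in 0.1 M TEA pH 8.0, 5 mM MgCl2, incubated 45 min at room temperature; ADP measured by ADP-Glo luminescence; compounds titrated up to 57 uM.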
uPA generation = qHTS for Inhibitors of Cell Surface uPA Generation. cell surface uPA generation assay, qHTS. Potency, µM (top dose mostly 38.3 µM), for the others: at the top dose activity change, negative = inhibition, most hits filed as inhibitors. 330,000 compounds, 0.31% hits. AID 540303, 2011; active means well fitted inhibition curve with a large enough effect; inconclusive means small, poorly fitted or top-dose-only effect; inactive means no such curve, though single readings can be large or run the other way; tested in mouse RAW 264.7 cells; further: potency means the concentration at half of the fitted maximal effect; on the % scale 0 is the no-effect control and ±100 the full control effect; nearly all actives have a fitted effect of over 55% in size
VP16 counter = VP16 counterscreen qHTS for inhibitors of ROR gamma transcriptional activity; Drosophila S2 Gal4-VP16 UAS-luciferase, luminescence, 20 h; Potency, µM (top dose mostly 53.6 µM), without a hit: top-dose activity, negative = inhibition, usual class: inhibitors; AID 2546, 2010; 310,000 compounds, 3.5% hits;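 further: Gal4-VP16 expression switched on by copper sulfate through the metallothionein promoter; potency means the concentration at half of the fitted maximal effect; on the % scale 0 is the no-effect control and ±100 the full control effect; nearly all actives have a fitted effect of over 50% in size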
KCNH2 3.1 inh = qHTS for Inhibitors of KCHN2 3.1: Mutant qHTS. Potassium voltage-gated channel subfamily H member 2, brain isoform KCNH2 3.1 (human). U2OS KCNH2 3.1, thallium flux FluxOr; hits give low values. activity change, % (tested at about 1.8 µM). 340,000 compounds, 0.95% hits. AID 720553, 2013;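 active means maximum activity change below -70%; inconclusive means maximum activity change from -70% to -50%; inactive means maximum activity change above -50%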;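 further: thallium influx rate constant from kinetic fluorescence after stimulation buffer; on the % scale 0 is the no-effect control and ±100 the full control effect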
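Normalized rate constant (relative to positive and negative DMSO controls) derived from a 2 min kinetic fluorescence read after stimulation; U2OS cells expressing the 3.1 isoform via virus at 1.77 x 10^8 /mL.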
ELG1 genotox = qHTS screen for small molecules that induce genotoxicity in human embryonic kidney (HEK293T) cells expressing luciferase-tagged ELG1 | HEK293T ELG1-luciferase reporter, luminescence, 16 h | Potency, µM (doses to about 46 µM), inactives show at the top dose activity change, positive = activation, hits mostly activators | 330,000 compounds, 1.3% hits; further: potency means the concentration at half of the fitted maximal effect; % of control where 0% means no effect; nearly all actives have a fitted effect of over 60% in size
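Screening used a luciferase reporter fused to human ELG1 in HEK293T cells. Luminescence was read on a CCD plate imager after 16 hr exposure and 30 min ONE-Glo incubation.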
Giardia killer = Small Molecules that selectively kill Giardia lamblia: qHTS; Giardia lamblia trophozoite viability; activity change, % at 7.66 µM, hits read low; 340,000 compounds, 0.15% hits; AID 540267, 2011; in the data active means activity change below about -80%; inconclusive means between about -30% and that limit;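 further: parasites exposed to compound for two days anaerobically before the ATP read; on the % scale 0 is the no-effect control and ±100 the full control effect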
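Each well holds 100 Giardia trophozoites and compound. After two days (48 hrs) at 37 deg C in anaerobic conditions, ATP is quantified by luminescence.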
Coupling enz = qHTS Assay for Inhibitors of Fructose-1,6-bisphosphate Aldolase from Giardia Lamblia: Coupling assay counterscreen. coupling enzyme system counterscreen, AmpLite Red fluorescence. activity change, negative = inhibition, % at 58.2 µM, hits read low. 290,000 compounds, 0.67% hits; in the data active means activity change below about -30%; further: on the % scale 0 is the no-effect control and ±100 the full control effect
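Counterscreen lacking aldolase: glyceraldehyde-3-phosphate coupling-enzyme reagent preincubated 10 min at RT with compound (at 57.5 uM final), then substrate/coupling system with AmpLite Red added; fluorescence read at 525/598 nm after 20 min RT.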
NPC1 promoter act = qHTS Assay for NPC1 Promoter Activators; Huh7 NPC1 promoter luciferase reporter, 24 h; Potency, µM (top dose mostly 9.22 µM), for inactives: at the top dose activation, most hits filed as activators; 320,000 compounds, 2.4% hits;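 further: potency means the concentration at half of the fitted maximal effect; % of control where 0% means no effect; nearly all actives have a fitted effect of over 60% in size; reporter is driven by a mutant NPC1 promoter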
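Luminescence from an NPC1 promoter-driven luciferase reporter in stably transfected Huh7 cells was measured after 24 h compound treatment at 37 °C, followed by 10 min ambient incubation with luciferase detection reagent.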
Rab9 prom act = qHTS Assay for Rab9 Promoter Activators | Huh7 Rab9 promoter-luciferase reporter, luminescence, 24 h | Potency, µM (titrated, usually from 9.22 µM), inactives show at the highest dose activation, negative = inhibition, usual class: activators | 320,000 compounds, 2.8% hits; further: potency means the concentration at half of the fitted maximal effect; % of control where 0% means no effect; nearly all actives have a fitted effect of over 60% in size
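Using Huh7 cells stably transfected with Rab9 promoter–luciferase, compounds were incubated 24 h at 37 °C, 5% CO2; luciferase luminescence was read 10 min after reagent addition.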
FLuc modulator = qHTS profiling assay for firefly luciferase inhibitor/activator using purifed enzyme and Km concentrations of substrates (counterscreen for miR-21 project); AID 588342, 2011; Potency, µM (doses to about 57.5 µM), for the others: top-dose activity change, negative = inhibition, actives largely listed as inhibitors; Luciferin 4-monooxygenase (Photinus pyralis), P08659; 360,000 compounds, 6.9% hits; purified FLuc, Km substrates, luminescence inhibition;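 further: potency means the concentration at half of the fitted maximal effect; plate controls were vehicle for no effect and reference inhibitor for full effect; nearly all actives have a fitted effect of over 55% in size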
Target sequence (P08659 whole entry, looked up): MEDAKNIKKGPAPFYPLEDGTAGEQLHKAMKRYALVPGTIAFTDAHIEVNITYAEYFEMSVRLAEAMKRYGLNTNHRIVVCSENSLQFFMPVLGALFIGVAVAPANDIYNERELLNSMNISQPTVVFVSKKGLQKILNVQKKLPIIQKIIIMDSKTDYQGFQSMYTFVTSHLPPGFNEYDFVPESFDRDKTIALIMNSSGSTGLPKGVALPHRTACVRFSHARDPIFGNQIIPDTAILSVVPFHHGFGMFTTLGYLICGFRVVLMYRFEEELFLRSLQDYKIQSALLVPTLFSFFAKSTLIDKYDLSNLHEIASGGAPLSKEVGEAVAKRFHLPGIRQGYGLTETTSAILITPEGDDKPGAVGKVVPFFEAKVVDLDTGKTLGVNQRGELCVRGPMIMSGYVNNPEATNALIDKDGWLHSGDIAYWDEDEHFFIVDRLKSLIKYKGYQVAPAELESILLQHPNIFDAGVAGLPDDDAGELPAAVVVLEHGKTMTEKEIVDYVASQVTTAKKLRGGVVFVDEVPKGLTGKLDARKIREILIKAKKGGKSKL
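Purified P. pyralis luciferase (10nM final) with 10uM D-luciferin and 10uM ATP (Km levels) in 50mM Tris acetate pH 7.5, 10mM Mg acetate, 0.01% Tween-20, 0.05% BSA; qHTS 6-point titration, ~60 µM downward; luminescence read.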
* marks the source's active call; other numbers are inactive results; ? = inconclusive; . = not tested or not shown; & = joins results of further samples; [ ] = dose if it differs, or a comment. Unless noted, the call rests on the fitted dose curve; in most records, active means well fitted curve in the direction sought with a large enough effect; inconclusive means small, poorly fitted or top-dose-only effect, or another doubt; inactive means no such curve, though single readings can be large; an effect the other way counts as inactive or inconclusive.

#	structure	RORg inh	Tb PFK inh	uPA generation	VP16 counter	KCNH2 3.1 inh	ELG1 genotox	Giardia killer	Coupling enz	NPC1 promoter act	Rab9 prom act	FLuc modulator
1	CCC(C)(C(=O)Nc1ccc2c(c1)OCCO2)N(C(C)=O)c1ccc(C(N)=O)cc1 (stereo not given)	5%	-1%	2%	-7%	-1	2%	3	1	3%	1%	-3%
2	O=C1CCC(=O)N(O)CCCCCNC(=O)CCC(=O)N(O)CCCCNC(=O)CCC(=O)N(O)CCCCCN1	-30%	-3%	4%	1%	-2	-1%	31[activator]	5	-4%	-3%	0%
3	CCC1(CC)N=C(c2ccccc2)C(=S)N1	3.5µM*	-2%	8%	11µM*	0	-8%	-19	0	-2%	0%	0%
4	COc1cc2[nH]c(=O)n(CCCCCC(=O)N3CC=C(c4ccccc4)CC3)c(=O)c2cc1OC	22%	-6%	-7%	-24%	3	-38%[inhibitor]	9	1	-5%	-4%	-19%
5	Cc1ccccc1C(=O)Nc1ccccc1-c1nnn(CC(=O)Nc2ccc3c(c2)OCCO3)n1	-1%	-1%	.	-9%	-23	1%	15	-1	0%	-6%	?
6	COC(=O)c1cc(OC)c(OC)cc1NC(=O)C(C)Sc1ccc(C)cc1 (stereo not given)	-13%	2%	-2%	-20%	18	-2%	5	5	4%	2%	8%
7	Cc1[nH]c2c(Cl)cccc2c(=O)c1CN1CCCC1	8%	-1%	6%	-12%	3	0%	1	-2	-1%	-1%	6%
8	CCC1C(=O)Nc2ccccc2N1C(=O)COc1ccccc1 (stereo not given)	-11%	2%	-1%	18%	19	2%	4	0	4%	-4%	2%
9	NC(=O)c1nc[nH]c1C(=O)Nc1cccc(C(F)(F)F)c1	.	-4%	?	.	4	9%	22	.	16%	-1%	-17%
10	COc1cccc(NC(=O)CNc2cc(S(=O)(=O)N3CCOCC3)ccc2N2CCCC2)c1	.	-10%	3%	.	-24	1%	7	.	0%	12%	-3%
11	COc1ccccc1N1CCN(CCN2C(=O)CC3(CCCC3)CC2=O)CC1	8%	.	6%	0%	5	.	-5	-1	5%[46.1 µM]	1%[46.1 µM]	.
12	Nn1c(COc2ccc(Cl)cc2)nc2ccccc2c1=O	?	0%	-4%	-26%	-10	?	-8	0	?	?	?
13	C=CCNC(=O)c1snnc1-c1ccccc1	-3%	2%	-5%	-1%	-1	-4%	-5	3	-1%	1%	7%
14	COc1cc(OC)cc(-c2sc3ccc(OC)cc3c2-c2ccc(O)cc2)c1	.	2%	-1%	.	-3	2%	-4	.	.	.	.
15	CCCCOc1ccc(-c2nc(=S)[nH][nH]2)cc1	?	-6%	.	-24%	-2	30%	-9	7	26%	?	?

A draw from above in order of length of the SMILES, high to low.
#	structure	RORg inh	Tb PFK inh	uPA generation	VP16 counter	KCNH2 3.1 inh	ELG1 genotox	Giardia killer	Coupling enz	NPC1 promoter act	Rab9 prom act	FLuc modulator
5	Cc1ccccc1C(=O)Nc1ccccc1-c1nnn(CC(=O)Nc2ccc3c(c2)OCCO3)n1	-1%	-1%	.	-9%	-23	1%	15	-1	0%	-6%	?
10	COc1cccc(NC(=O)CNc2cc(S(=O)(=O)N3CCOCC3)ccc2N2CCCC2)c1	.	-10%	3%	.	-24	1%	7	.	0%	12%	-3%
8	CCC1C(=O)Nc2ccccc2N1C(=O)COc1ccccc1 (stereo not given)	-11%	2%	-1%	18%	19	2%	4	0	4%	-4%	2%
12	Nn1c(COc2ccc(Cl)cc2)nc2ccccc2c1=O	?	0%	-4%	-26%	-10	?	-8	0	?	?	?

(more compounds)
#	structure	RORg inh	Tb PFK inh	uPA generation	VP16 counter	KCNH2 3.1 inh	ELG1 genotox	Giardia killer	Coupling enz	NPC1 promoter act	Rab9 prom act	FLuc modulator
16	CCOC(=O)C1=C(c2ccccc2)N(C)C(=O)NC1c1ccc(O)c(OC)c1 (stereo not given)	10%	0%	4%	-5%	-19	2%	22	0	0%	1%	-1%
17	CC1CCN(S(=O)(=O)c2ccc(S(=O)(=O)N3CCC4(CC3)OCCO4)cc2)CC1	-7%	-3%	3%	?	-11	0%	-5	4	-1%	0%	-1%
18	Cc1nn(CC(=O)NCc2ccccc2)c(C)c1[N+](=O)[O-]	-1%	-3%	6%	-3%	-3	0%	20	-1	-2%	0%	2%
19	COc1ccc(C(C(=O)NC2CCCCC2)N(Cc2cccnc2)C(=O)c2snc(C(N)=O)c2N)cc1 (stereo not given)	-7%	0%	1%	4%	4	-3%	-30	1	-3%	0%	2%
20	O=C(CSc1nc2ccsc2c(=O)n1CC1CCC(C(=O)O)CC1)c1ccc(Cl)cc1 (stereo not given)	4%	?	.	0%	-8	4%	-4	11	-1%	1%	?
21	CCOc1ccc(S(=O)(=O)N2CCC(C(=O)N3CCN(c4ccccc4)CC3)CC2)cc1	-10%	-2%	-5%	-12%	.	-4%	-4	.	2%	-2%	-14%
22	Cc1cccc(OCCn2c(=O)sc3ccccc32)c1	-9%	8%	-4%	-14%	-19	?	-19	0	?	2.8µM*	11µM*
23	Cc1nnc(Sc2cc(NCCCO)c([N+](=O)[O-])c3nonc23)s1	3.5µM*	6µM*	-3%	6.3µM*	24	10%	-13	-36*	-25%	11%	?
24	CCOc1ccc(-c2cn(-c3ccccc3OC)c(=S)[nH]2)cc1	3.5µM*	11%	-16%	8.9µM*	-21	-2%	-8	0	-2%	0%	-6%
25	COc1ccccc1NS(=O)(=O)c1cccc(N2CC(O)=C(c3ccccc3)C2=N)c1	-6%[10 µM]	0%	3%	2%	3	1%	6	-2	-2%	-11%	5%
26	NS(=O)(=O)c1cc(C(=O)O)cc(N2CCCC2)c1Oc1ccccc1	-3%[2.98 µM]	-6%	12%	-5%[17 µM]	-3	-12%	4	1	-3%	1%	0%
27	COc1ccc(C(=O)N2CCN(c3ncnc4c(-c5ccccc5)nsc34)CC2)cc1	-4%	-1%	-4%	2%	-4	-3%	0	0	-4%	-6%	-1%
28	Cc1cc(C(=O)OCC(=O)NC(C)c2ccccc2)c(C)o1 (stereo not given)	-13%	-4%	1%	7%	29	-2%	-3	0	-3%	-2%	-2%
29	Cc1ccccc1CN1CCN(Cc2cc(=O)c3ccccc3[nH]2)CC1CCO (stereo not given)	-7%	-10%	5%	-12%	6	-2%	-2	3	-2%	2%	0%
30	O=C(NNC(=S)NC(=O)c1ccc(F)cc1)c1cccnc1	?	2%	-1%	?	15	-1%	-7	-16	-2%	-2%	1%
31	Cc1cccc(C(C)C)c1NC(=O)c1ccc(COc2ccc3c(C)cc(=O)oc3c2)cc1	-9%	?	0%	-4%	-14	-4%	-11	1	-4%	-7%	4%
32	CCOC(=O)C1CCN(C(=O)c2cc(S(=O)(=O)N3CCCCC3)ccc2C)CC1	.	10%	?	.	-4	-3%	-15	0	-4%	1%	11%
33	Cc1ccc(-n2nc3c(c2NC(=O)c2ccco2)CS(=O)(=O)C3)c(C)c1	5%	1%	-4%	-4%	-7	0%	1	1	-4%	-3%	1%
34	COc1ccc(C2C(Oc3ccccc3)C(=O)N2c2cc(C)ccc2C)cc1OC (stereo not given)	-16%	5%	1%	-10%	-27	-4%	-3	2	-5%	0%	0%
35	CC(=O)c1sc(NC(=O)C2CC(=O)N(Cc3ccccc3)C2)nc1-c1ccccc1 (stereo not given)	.	0%	16%	.	-6	1%	-5	.	0%	-6%	6%
36	COc1cc(C2CC(=O)Oc3c(C(CCN4CCOCC4)c4ccc(N(C)C)cc4)c(OC)cc(OC)c32)cc(OC)c1OC (stereo not given)	-34%&-35%	-1%	1%	-22%&4%	8	7%	-21&-5	2&0	-3%	3%	1%
37	COc1ccc(S(=O)(=O)N(CC(=O)N2CCOCC2)Cc2ccccc2)cc1	-39%	4%	-10%	-1%	0	0%	8	0	-4%	-3%	0%
38	COc1ccc(S(=O)(=O)N2CCC(C(=O)N[C@@H](C)C(=O)NCc3ccc(F)cc3)CC2)cc1	7%	-14%	0%	-8%	7	0%	17	.	1%	1%	4%

Not a hit list. About 14% of those tested had a hit in this group.
